# XIAP antagonists: XIAP antagonists, biochemical, IAP family, fluorescence polarization (AID 1018); XIAP BIR domain, fluorescence polarization peptide displacement; higher % means a stronger effect; 200,000 tested, 0.007% active; E3 ubiquitin-protein ligase XIAP (Homo sapiens); one-dose displacement, % at 20 µM; IC50 in µM for titrated hits; in the data active = displacement above about 50%; note: a part of the inactive calls stands beside numbers as strong as those of hits
# TNAP activators: human TNAP enzyme activators, primary screen, biochemical, luminescent, no phosphate acceptor, uHTS (AID 1001) | Alkaline phosphatase, tissue-nonspecific isozyme (Homo sapiens) | purified TNAP, luminescent activation assay, no phosphate acceptor; higher activation fold means a stronger effect | activation fold at 20 µM; hits with a dose series show EC50 in µM | 200,000 tested, 0.03% active; in the data active = activation fold from about 3, or a potency from the dose series; inactive = the rest, 99 in 100 with activation fold below about 1.6; note: many of its hits are not listed in these tables
# KOR beta-arrestin-1: KOR antagonists, beta-arrestin recruitment, cell-based, luminescence, uHTS (AID 1778); one-dose inhibition, % at 10 µM; IC50 in µM for titrated hits; 290,000 tested, 0.091% active; Kappa-type opioid receptor (Homo sapiens); KOR beta-arrestin recruitment, luminescence, antagonist mode; higher % means a stronger effect; note: strong numbers were not always called active
# NOD2 inhibition: NOD2 signaling inhibitors, cell-based, luminescence, uHTS, HEK293 (AID 1566); HEK293 NOD2/NF-kB luciferase reporter, luminescence; higher % means a stronger effect; one-dose inhibition, % at 4 µM; EC50 in µM for titrated hits; 290,000 tested, 0.63% active; note: many of its hits are not listed in these tables
# LYP phosphatase: inhibitors of LYP phosphatase, biochemical, fluorescence intensity, uHTS (AID 1779) | Tyrosine-protein phosphatase non-receptor type 22 (Homo sapiens) | recombinant LYP phosphatase, fluorescence intensity; higher % means a stronger effect | inhibition, % at 11.5 µM; hits with a dose series show IC50 in µM | 290,000 tested, 0.054% active;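 note: plate controls were vehicle with enzyme for no effect and no enzyme for full effect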
# PMI inhibitors: inhibitors of human PMI, primary screen, biochemical, fluorescence intensity, coupled assay (AID 1209). Mannose-6-phosphate isomerase (Homo sapiens). purified PMI enzyme, coupled fluorescence intensity; higher % means a stronger effect. 190,000 tested, 0.42% active. inhibition, % at 20 µM, or IC50 in µM where a hit was titrated;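 note: plate controls were DMSO vehicle for no effect and wells lacking substrate for full effect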
# NOD1 inhibition: NOD1 signaling inhibitors, primary screen, cell-based, luminescence, uHTS (AID 1578). 290,000 tested, 1% active. inhibition, % at 4 µM, or EC50 in µM where a hit was titrated. NOD1-driven NF-kB luciferase reporter cells, luminescence; higher % means a stronger effect; in the data active = inhibition mostly above about 36%, no sharp cut-off; inactive = mostly below about 34%;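 note: HEK-293T reporter cells stimulated with the NOD1 agonist gamma-tri-DAP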
# human PMI inhibitors: human PMI inhibitors, high substrate, primary screen, biochemical, fluorescence intensity, high mannose 6-phosphate (AID 1220). 190,000 tested, 0.66% active. inhibition, % at 20 µM; hits with a dose series show IC50 in µM. Mannose-6-phosphate isomerase (Homo sapiens). recombinant PMI enzyme, coupled fluorescence intensity; higher % means a stronger effect
# KOR beta-arrestin-2: KOR agonists, beta-arrestin recruitment, primary screen, cell-based, luminescence, uHTS (AID 1777) | KOR beta-arrestin recruitment, luminescence; higher % means a stronger effect | one-dose activation, % at 10 µM; EC50 in µM for titrated hits | 280,000 tested, 0.02% active; in the data active = activation above about 50%, passing the limit was not always enough; note: a part of the inactive calls stands beside numbers as strong as those of hits
# * marks the source's active call; other numbers are inactive results; / = not tested or not shown; [ ] = another dose, or the depositor's remark. Cut-off read from the data, not from the text of the source, unless noted: active = inhibition above about 50%; inactive = the rest.
nr | smiles | XIAP antagonists | TNAP activators | KOR beta-arrestin-1 | NOD2 inhibition | LYP phosphatase
1 | COc1cc(SC#N)ccc1N=Cc1c(C)[nH]n(-c2ccc(C)c(C)c2)c1=O | -10% | 1.2 | -57% | 14% | -6%
2 | COCCNC(=S)NC(=O)CC12CC3CC(CC(C3)C1)C2 | -2.9% | 1.2 | 29% | 12% | -7%
3 | CC1CCN(C(=S)c2ccc(-c3ccc(Cl)cc3Cl)o2)CC1 | -1.0% | 1.2 | -11% | -35% | 9%
4 | COCCNC(=O)c1cc(S(=O)(=O)N(C)c2ccccc2OC)ccc1C | / | / | -4% | 16% | -2%
5 | Cc1ccc(N(CC(=O)Nc2c(C)cccc2C)S(C)(=O)=O)cc1 | / | / | -10%[20 µM] | 20% | -7%
6 | O=C(COCC(=O)Nc1cccc(C(F)(F)F)c1)Nc1cccc(C(F)(F)F)c1 | -7.3% | 0.9 | -86% | -32% | 6%
7 | CCOC(=O)Cc1nnc(NC(=O)C(CC)Sc2nc(C)cc(=O)[nH]2)s1 (configuration not stated) | 0.2% | 0.9 | 24% | 7% | -4%
8 | O=C(NC(N1CCOCC1)C(Cl)(Cl)Cl)c1ccco1 (configuration not stated) | -0.8% | 1.1 | 14%[20 µM] | -14% | -4%

nr | PMI inhibitors | NOD1 inhibition | human PMI inhibitors | KOR beta-arrestin-2
1 | 17% | -31% | 14% | 14%
2 | 16% | -7% | 10% | 6.0%
3 | 24% | -12% | 7% | 0.1%
4 | / | -2% | / | 5.8%
5 | / | -31% | / | -4.2%
6 | 1% | 16% | -3% | 9.1%
7 | -2% | -5% | -2% | -3.7%
8 | 11% | -17% | 6% | /

# Additional records follow.
nr | smiles | XIAP antagonists | TNAP activators | KOR beta-arrestin-1 | NOD2 inhibition | LYP phosphatase
9 | COc1ccc(N(C(C)=O)c2nc3ccccc3[nH]2)cc1 | / | / | 1% | 4% | -5%
10 | O=C(CCn1c(=O)[nH]c2ccsc2c1=O)N1CCN(c2ccc([N+](=O)[O-])cc2)CC1 | / | / | -31% | -3% | -6%
11 | Cc1ccc(CNC(=O)Cn2cccc2C(=O)c2ccccc2)cc1 | -1.6% | 1.1 | 29% | -23% | 4%
12 | CCOC(=O)C1=C(NC(=S)NC(=O)c2ccccc2)c2ccccc2CC1C(C)C (configuration not stated) | 3.4% | 1.1 | -8% | -10% | 16%
13 | COc1ccc(-c2cc(C(=O)Nc3sc4c(c3C#N)CCCC4)c3ccccc3n2)cc1OC | -7.5% | 1 | -28% | -3% | -2%
14 | CCC(C)NC(=O)c1cc(-c2ccc(OC)cc2)on1 (configuration not stated) | -4.1% | 1.2 | -19% | -92% | -10%
15 | COc1ccccc1NS(=O)(=O)c1cccc(C(=O)NN)c1 | -1.1% | 1 | -6% | 10% | 2%
16 | COc1cc(NC(=O)CSc2nc3ccccc3c(=O)n2C)ccc1NC(=O)c1ccco1 | -6.1% | 1.1 | -42% | -10% | 5%

nr | PMI inhibitors | NOD1 inhibition | human PMI inhibitors | KOR beta-arrestin-2
9 | / | -34% | / | -3.7%
10 | / | -9% | / | 4.1%
11 | 7% | -13% | 5% | 1.5%
12 | 24% | 36% | 13% | 1.1%
13 | 5% | 21% | -8% | 1.2%
14 | -1% | -54% | -4% | 0.2%
15 | -7% | 28% | -11% | 2.2%
16 | -13% | -96% | 22% | 3.4%

# Later entries:
nr | smiles | XIAP antagonists | TNAP activators | KOR beta-arrestin-1 | NOD2 inhibition | LYP phosphatase
17 | Cc1cc(C(=O)CSc2nnc3ccccn23)c(C)n1-c1ccccc1 | -3.5% | 1.1 | -8% | 67%* | 2%
18 | O=C(COC(=O)c1ccc(S(=O)(=O)N2CCCC2)cc1)NCc1ccc(Cl)cc1 | -3.4% | 1.1 | -12% | 0% | -7%
19 | Nc1cc(-c2ccc(Cl)cc2)nn1-c1ccccc1 | -11% | 1.1 | 1% | -77% | 0%
20 | COc1ccc(CCN2C(=O)NC(NS(=O)(=O)c3ccc(NC(C)=O)cc3)(C(F)(F)F)C2=O)cc1OC (configuration not stated) | -5.8% | 1.2 | -4%[20 µM] | 6% | -9%
21 | CCNC(=O)COc1ncnc2scc(-c3ccc(F)cc3)c12 | -3.0% | 1 | 6% | 6% | -6%
22 | COC(=O)c1ccccc1NC(=O)CCS(=O)(=O)c1ccc(Br)cc1 | -9.6% | 1.1 | 11% | 3% | 10%
23 | C/C(=N\NC(=O)c1ccn(C)n1)c1ccc(NC(=O)c2cccc(F)c2)cc1 | / | / | 1% | -3% | -5%
24 | Cc1c2c(nc3c(C(=O)NC4CCCCC4C)cnn13)CCCC2 (configuration not stated) | -2.7% | 1.1 | 3% | -1% | 0%

nr | PMI inhibitors | NOD1 inhibition | human PMI inhibitors | KOR beta-arrestin-2
17 | -6% | 82%* | 1% | 8.3%
18 | 6% | -14% | 7% | 23%
19 | 13% | -57% | 14% | -1.0%
20 | -8% | -8% | -6% | -3.6%
21 | 2% | -3% | 3% | -6.0%
22 | -1% | -32% | -3% | -2.0%
23 | / | -43% | / | -7.1%
24 | 3% | 1% | -5% | -0.8%

# Next records follow.
nr | smiles | XIAP antagonists | TNAP activators | KOR beta-arrestin-1 | NOD2 inhibition | LYP phosphatase
25 | COc1ccccc1-n1cnnc1SCC(=O)Nc1ncc(Cl)cc1Cl | -3.9% | 1.1 | 13% | 8% | -4%
26 | CCOC(=O)C1C(=O)CC(C)(O)C(C(=O)OCC)C1c1cccc(OC)c1 (configuration not stated) | -6.6% | 1 | -23% | 3% | -8%
27 | Cc1cc(C)n(-c2nc3c(c(=O)[nH]c(=O)n3C)n2C)n1 | -0.9% | 1.2 | -5% | 6% | 0%
28 | COc1ccc(CCNC(=O)c2nnc(Cc3ccc(Cl)cc3)o2)cc1OC | -4.7% | 1 | 30% | -9% | 3%
29 | COc1ccc(CCNS(=O)(=O)c2ccc(Cl)s2)cc1OC | -2.6% | 1.1 | -4% | 6% | -5%
30 | O=C(NCCCN1CCc2ccccc2C1)C1CCN(c2nnc(-n3cccc3)s2)CC1 | -7.2% | 1.2 | 10% | 18% | -8%
31 | CN(C)C(=O)CSc1nc(-c2ccccc2)c(-c2ccccc2)o1 | -2.1% | 1.1 | -18%[20 µM] | 16% | -7%
32 | Cc1ccc(OCC(=O)Nc2nnc(S(=O)(=O)N3CCCCCC3)s2)cc1 | / | / | -17%[20 µM] | 12% | -3%

nr | PMI inhibitors | NOD1 inhibition | human PMI inhibitors | KOR beta-arrestin-2
25 | 2% | 0% | 9% | -8.7%
26 | 1% | 5% | -3% | 4.9%
27 | -2% | -7% | -7% | /
28 | -4% | -27% | -5% | -6.7%
29 | 5% | 4% | 3% | 4.1%
30 | 18% | 7% | 17% | -2.5%
31 | 6% | -8% | 14% | -8.5%
32 | / | -13% | / | -3.6%

# (continued)
nr | smiles | XIAP antagonists | TNAP activators | KOR beta-arrestin-1 | NOD2 inhibition | LYP phosphatase
33 | COc1ccc(OC)c(NC(=O)CCN2CCCCC2)c1 | -2.3% | 1.1 | -18% | -6% | -4%
34 | CO/N=C/c1cccn1-c1nccc(N(C)C)c1C#N | -4.4% | 1.1 | -15% | -15% | -4%
35 | COc1ccc(-c2nnc(SCC(=O)c3ccc(O)cc3O)o2)cc1 | / | / | -13% | -13% | -2%
36 | O=C(CN1CCN(CCN2C(=O)c3cccc4cccc(c34)C2=O)CC1)c1ccc(F)cc1 | -2.3% | 0.8 | -31% | -5% | 2%
37 | COc1cccc(N(CC(=O)Nc2cccc(N(C)S(C)(=O)=O)c2)S(C)(=O)=O)c1 | -7.4% | 1.1 | 15% | 0% | -1%
38 | CC(Sc1ccc2c(c1)OCCO2)C(=O)Nc1ncc(Cl)cc1Cl (configuration not stated) | -2.9% | 1.1 | -34% | 4% | 2%
39 | CCn1cc(C(=O)OCC(=O)N2C(C)CCCC2C)c(=O)c2ccc(C)nc21 (configuration not stated) | -9.5% | 1.1 | -14% | -2% | -4%
40 | CN1CCN(c2ccc(CNS(=O)(=O)c3ccsc3)cc2)CC1 | / | / | -15% | 6% | -3%

nr | PMI inhibitors | NOD1 inhibition | human PMI inhibitors | KOR beta-arrestin-2
33 | 13% | -14% | 14% | 1.6%
34 | 3% | -38% | -1% | -1.8%
35 | / | -37% | / | -1.0%
36 | -38% | -15% | -64% | 2.9%
37 | 11% | 13% | 8% | 2.8%
38 | -1% | 9% | -7% | 5.9%
39 | -6% | -18% | 5% | 0.1%
40 | / | -15% | / | 3.5%

# Six of the compounds above, with values under each structure:
# Fields: XIAP antagonists | TNAP activators | KOR beta-arrestin-1 | NOD2 inhibition | LYP phosphatase | PMI inhibitors | NOD1 inhibition | human PMI inhibitors | KOR beta-arrestin-2
34	CO/N=C/c1cccn1-c1nccc(N(C)C)c1C#N
→ -4.4% | 1.1 | -15% | -15% | -4% | 3% | -38% | -1% | -1.8%
35	COc1ccc(-c2nnc(SCC(=O)c3ccc(O)cc3O)o2)cc1
→ / | / | -13% | -13% | -2% | / | -37% | / | -1.0%
36	O=C(CN1CCN(CCN2C(=O)c3cccc4cccc(c34)C2=O)CC1)c1ccc(F)cc1
→ -2.3% | 0.8 | -31% | -5% | 2% | -38% | -15% | -64% | 2.9%
37	COc1cccc(N(CC(=O)Nc2cccc(N(C)S(C)(=O)=O)c2)S(C)(=O)=O)c1
→ -7.4% | 1.1 | 15% | 0% | -1% | 11% | 13% | 8% | 2.8%
38	CC(Sc1ccc2c(c1)OCCO2)C(=O)Nc1ncc(Cl)cc1Cl (configuration not stated)
→ -2.9% | 1.1 | -34% | 4% | 2% | -1% | 9% | -7% | 5.9%
39	CCn1cc(C(=O)OCC(=O)N2C(C)CCCC2C)c(=O)c2ccc(C)nc21 (configuration not stated)
→ -9.5% | 1.1 | -14% | -2% | -4% | -6% | -18% | 5% | 0.1%

# Next section
nr | smiles | XIAP antagonists | TNAP activators | KOR beta-arrestin-1 | NOD2 inhibition | LYP phosphatase
41 | CSc1ccc(CN(C)CC(=O)Nc2cccc(Br)c2)cc1 | -8.5% | 1.1 | -2% | 4% | -7%
42 | O=C(Nc1cccc(-c2ccc3nncn3n2)c1)c1ccco1 | -2.4% | 1.1 | 23% | 9% | -7%
43 | Cc1ccc(S(=O)(=O)Cn2nnnc2C(C(C)C)N2CCN(Cc3ccco3)CC2)cc1 (configuration not stated) | -4.3% | 1 | -10% | 9% | -6%
44 | CCC(=O)Nc1cccc(NC(=O)c2ccc(C)cc2Cl)c1 | -9.9% | 1.1 | -45%[20 µM] | -3% | -4%
45 | Cc1ccccc1C(=O)Nc1c(C(=O)N2CCN(C)CC2)cnn1-c1ccccc1 | / | / | -11% | -13% | -6%
46 | O=C(CSc1nnc(-c2ccccc2)n1Cc1ccccc1)N1CCCC1 | -2.8% | 1.2 | 11% | 6% | -10%
47 | CC(=C/c1ccc(C(C)C)cc1)/C=N/NC(=O)Cn1nc(C)cc1C | -4.3% | 1 | -1% | 0% | 5%
48 | CC12C=CC3(O1)C(C(=O)N(c1ccccc1)C3C(=O)NC1CCCC1)C2C(N)=O (configuration not stated) | -1.6% | 1.1 | -40% | 1% | -8%

nr | PMI inhibitors | NOD1 inhibition | human PMI inhibitors | KOR beta-arrestin-2
41 | 8% | -5% | 2% | 0.3%
42 | -13% | -17% | -9% | -3.7%
43 | 8% | -4% | 7% | -30%
44 | 8% | -20% | 8% | -2.0%
45 | / | -26% | / | 3.5%
46 | -5% | -5% | 2% | 10%
47 | 21% | -20% | 16% | 19%
48 | 4% | -33% | -6% | 4.6%

# From PubChem BioAssay

# Only part of the results is shown, so the mix of outcomes need not match the whole.
